Screening data as filed in PubChem BioAssay.
GLD-1 RNA inh: GLD-1/TGE RNA complex disruptors, primary screen, biochemical, fluorescence polarization | purified GLD-1 + fluorescein TGE RNA | inhibition, % at 5.96 µM | actives 0.44% (n = 320,000) | Female germline-specific tumor suppressor gld-1 (Caenorhabditis elegans), Q17339 | AID 2280, 2010;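 active means percent inhibition above a per-plate cutoff, the plate mean of test compounds plus 3 SD, cut at about 30% in these data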;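 further: 0% = DMSO wells with GLD-1 and probe and 100% = wells lacking GLD-1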
MEX-5 binding: MEX-5 zinc finger RNA-binding disruptors – biochemical, C. elegans, fluorescence polarization, MLPCN library, primary screen; Zinc finger protein mex-5 (Caenorhabditis elegans), Q9XUB2; MEX-5/FITC-TCR2 RNA binding; hits give low values; activity score (negative = inhibition of binding), % at 10 µM; actives 0.38% (n = 300,000); AID 1832, 2009;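 active means inhibition past about -25% in most replicates, and total fluorescence under double the plate's negative control median, limit read from the data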;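 further: 0% = DMSO and -100% = 5 µM competing unlabeled TCR2 RNA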
MCL1-BIM inh: inhibitors of MCL1 binding to BIM-BH3, primary screen, biochemical, fluorescence polarization; actives 0.68% (n = 320,000); GST-MCL1 / FITC-Bim-BH3 fluorescence polarization; AID 2057, 2009; inhibition, % at 10.9 µM; Induced myeloid leukemia cell differentiation protein Mcl-1 (Homo sapiens), Q07820;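 active means inhibition above the mean inhibition of all tested compounds plus 3 SD, set per campaign, cut at about 40% in these data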;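 further: 0% = DMSO wells and 100% = unlabeled Bim-BH3 peptide control; higher means more loss of mP so more displacement of Bim peptide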
AGP1-GFP MLPCN: modulators of AGP1-GFP expression in yeast TOR pathway, primary screen, cell-based, multiplex flow cytometry, S. cerevisiae, MLPCN library; actives 0.02% (n = 320,000); GFP response vs DMSO, % at 10 µM; 3 h; GFP as percent of DMSO wells; AID 2066, 2009;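 active means GFP response relative to DMSO above a set limit, near screen average plus 3 SD, cut at about 150% in these data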;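 further: median GFP channel fluorescence of the gated AGP1 strain per well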
GRK2 inh: compounds blocking aptamer binding on GRK2 – biochemical, human GRK2, bead flow cytometry, HTS, primary screen. FAM-aptamer displacement from GRK2. inhibition of aptamer binding, % at 10 µM. actives 0.59% (n = 330,000). AID 488847, 2010;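 active means inhibition of aptamer binding above 40%, roughly 3 SD of noise, on plates passing a quality check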;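 further: median bead fluorescence of bound FAM aptamer so fluorescent compounds give negative values; no value below 0 was filed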
Target sequence (P25098 whole entry, looked up): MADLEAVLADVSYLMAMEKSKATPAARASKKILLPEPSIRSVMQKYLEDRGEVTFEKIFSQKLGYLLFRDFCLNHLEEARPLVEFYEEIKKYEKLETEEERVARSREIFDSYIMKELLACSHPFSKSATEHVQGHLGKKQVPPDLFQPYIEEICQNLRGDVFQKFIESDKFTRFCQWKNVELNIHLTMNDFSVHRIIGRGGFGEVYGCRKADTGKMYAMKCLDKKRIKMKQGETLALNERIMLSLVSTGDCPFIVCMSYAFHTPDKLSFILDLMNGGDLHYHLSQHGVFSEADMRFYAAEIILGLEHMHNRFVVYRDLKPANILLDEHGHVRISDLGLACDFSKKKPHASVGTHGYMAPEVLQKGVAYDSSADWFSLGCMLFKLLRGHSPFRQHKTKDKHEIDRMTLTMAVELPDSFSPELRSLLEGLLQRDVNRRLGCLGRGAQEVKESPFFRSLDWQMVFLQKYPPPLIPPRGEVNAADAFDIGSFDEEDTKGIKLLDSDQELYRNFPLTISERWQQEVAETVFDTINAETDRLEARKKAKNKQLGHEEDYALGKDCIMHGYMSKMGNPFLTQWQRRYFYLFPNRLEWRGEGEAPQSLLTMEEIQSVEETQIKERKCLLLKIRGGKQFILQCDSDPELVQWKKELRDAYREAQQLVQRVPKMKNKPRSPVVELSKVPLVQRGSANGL
Fam108B inh: mouse Fam108B serine hydrolase inhibitors, primary screen, counter-screen for RBBP9 inhibitor project, biochemical, fluorescence polarization | actives 0.33% (n = 300,000) | recombinant Fam108B, FP-Rh probe fluorescence polarization | inhibition, % at 9.51 µM | AID 1947, 2009;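 active means inhibition above the screen mean inhibition plus 3 SD, computed separately per campaign, cut at about 18% in these data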;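 further: inhibitors lower polarization as less probe binds the enzyme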
BCLXL inh: inhibitors of human Bcl-xL, primary screen, biochemical, fluorescence polarization, HTS; inhibition, % at 10.9 µM; GST-Bcl-xL / FITC-Bim BH3 peptide fluorescence polarization; actives 0.7% (n = 320,000); Bcl-2-like protein 1 (Homo sapiens), Q07817;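 active means inhibition above the mean of all tested compounds plus 3 SD, cutoff set per campaign, cut at about 30% in these data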;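 further: 0% = DMSO wells and 100% = unlabeled Bim-BH3 peptide competitor; inhibitors lower millipolarization by displacing the labeled peptide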
CIT2-GFP yeast: modulators of CIT2-GFP expression in yeast, primary screen, S. cerevisiae, GFP fusion, multiplex flow cytometry, MLPCN library; S. cerevisiae CIT2-GFP strain, 3 h; 100 means same as DMSO wells; GFP response vs DMSO, % at 10 µM; actives 0.065% (n = 320,000); AID 2029, 2009;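 active means GFP response relative to DMSO above a set limit, near the screen mean plus 3 SD, cut at about 150% in these data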;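 further: ratio of well median GFP fluorescence to mean of DMSO wells on the plate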
VLA-4 inh: inhibition in human VLA-4 binding assay, primary screen, VLA-4 allosteric modulator project, MLPCN library, flow cytometry, VLA-4 expressing cells. Integrin alpha-4 (Homo sapiens), P13612. ligand binding flow cytometry. inhibition, % (about 7 µM as worked out from the volumes in the protocol). actives 0.2% (n = 330,000); in the data active means inhibition above about 50%
An asterisk follows results filed as active; · = not tested or not shown; [ ] = remark or other dose.

molecule	GLD-1 RNA inh	MEX-5 binding	MCL1-BIM inh	AGP1-GFP MLPCN	GRK2 inh	Fam108B inh	BCLXL inh	CIT2-GFP yeast	VLA-4 inh
CS(=O)(=O)Nc1ccc(C2=NN(S(=O)(=O)c3ccccc3)C(c3cccs3)C2)cc1 (centres undefined)	1	-4.7	4	102	0	1	3	109	-44
COc1cc(CC(=O)OCC(=O)NC2CCCCCC2)cc(OC)c1OC	-1	·	·	96	0	·	·	113	0
O=C(Nc1cccnc1)c1cc(F)c(F)cc1Cl	1	1.3	3	112	0	2	0	103	-6
O=C(CSc1nnc(-c2cccnc2)o1)OC1CCCCC1	1	-2.9	15	108	0	-2	5	108	-5
S=C(NCc1ccc2c(c1)OCO2)NC1CCN(Cc2ccccc2)CC1	4	-0.8	5	103	0	2	2	102	2
COc1ccc(C(=O)c2ccccc2)cc1	1	-1.6	7	101	6	3	4	106	3
Cc1ccccc1CNC(=O)CCc1ccccc1	-4	-0.5	1	95	0	0	2	84	-4
COc1ccccc1CCC(=O)Nc1ncc(C)s1	1	0.2	2	94	0	1	0	91	4
O=C1CCCN1S(=O)(=O)c1ccc(F)cc1	2	-0.2	11	98	0	6	3	102	-1
CC(NC(=O)c1ccco1)C(=O)N1CC=C(c2ccccc2)CC1 (centres undefined)	4	·	·	112	0	·	·	109	11
Cc1nc(C)c(C(=O)N(c2ccc(C)c(C)c2)C(C(=O)NCc2ccco2)c2ccccc2)s1 (centres undefined)	-8	-3.1	4	102	3	0	6	103	5
COc1ccccc1/C=N/N(C(C)=O)c1nc(-c2ccc(F)cc2)cs1	-5	-2.2	0	100	0	-1	-1	103	1
COc1cc(C(=O)N/N=C/c2sc(=O)n(-c3ccccc3)c2Cl)cc(OC)c1OC	-7	7.4	-13	96	0	-5	-6	95	-2
COC(=O)c1ccc(COc2nc(C)cc(C)c2C#N)o1	3	-0.4	4	103	6	-1	1	109	-7
CCCCC(CC(O)COCCC)c1n[nH]c(=S)n1-c1ccccc1 (centres undefined)	4	1.6	-9	96	0	-3	-1	97	9
CCN(CC)S(=O)(=O)c1ccc(OC)c(NC(=O)c2cccc([N+](=O)[O-])c2C)c1	-3	0.3	-1	96	0	-3	8	104	2
O=C(Nc1ccc(-c2csc(Nc3cccc(C(F)(F)F)c3)n2)cc1)c1cccc(C(F)(F)F)c1	0	0.0	2	96	1	37*	2	124	-8
CCC1(C)Cc2c(sc3c2c(=O)n(-c2ccccc2)c(=O)n3C)CO1 (centres undefined)	1	·	-9	90	0	2	-17	101	6
CC[C@@]12C(=O)N(c3ccccc3)C(=O)N1[C@H](c1ccc(Br)cc1)[C@@H]1C(=O)N(C(C)(C)C)C(=O)[C@@H]12	5	-2.2	2	83	0	-2	0	67	1
CCN(CC)c1nc(C)c(C(C)=O)cc1C#N	-1	1.7	7	95	4	2	4	96	10
O=C(NCc1ccco1)c1scc2c1OCCO2	4	2.8	-1	100	2	4	3	102	-5
CC[C@@]1(c2ccccc2C)C(=O)N(C(=O)OC)N1C(=O)OC	-1	-1.6	-5	107	0	3	2	104	26
CCCc1nc2ccccc2c(=O)n1CC(=O)c1ccccc1	12	3.0	-6	102	1	-5	-1	110	29
N#Cc1nc(COc2ccccc2)oc1N1CCN(c2cccc(Cl)c2)CC1	1	1.4	1	101	0	-1	1	107	-6
COc1ccc(C)cc1NC(=O)NNC(=O)c1cc2ccccc2cc1O	-18	2.8	0	102[may fluoresce green]	1	12	2	101[may fluoresce green]	-9
Cc1ccc(C(=O)CCC(=O)O)cc1	8	-3.8	5	96	4	6	6	84	-6
O=c1[nH]c(-c2ccccc2)c(-c2ccccc2)[nH]1	-1	-0.9	2	89	0	1	2	90	1
Cc1nn(C)cc1CN1CCCC(C(=O)c2ccc(-c3ccccc3)cc2)C1 (centres undefined)	1	-0.3	-3	100	0	-5	-2	99	-3
c1ccc(CSc2nnc(-c3sccc3-n3cccc3)o2)cc1	12	0.2	-7	98	0	3	-4	96	-1
Cc1ccc(/C=N/NC(=O)c2ccc(-c3ccccc3)cc2)o1	-7	-0.3	6	100	2	-7	7	95	-3
CCN(CC(=O)Nc1c(F)cccc1F)C(=O)c1n[nH]c2ccccc12	1	-0.8	8	103	1	-1	5	104	14
O=C(Nc1scc(-c2ccccc2)c1C(=O)O)c1ccco1	7	-0.2	6	105	0	-1	8	95	-1
O=C(Nc1ccccc1N1CCOCC1)C1CCCCN1S(=O)(=O)c1ccccc1 (centres undefined)	2	-0.3	3	93	3	2	-3	89	21
CCOC(=O)N1CCC(NC(=O)CS(=O)Cc2nc(-c3ccccc3C)oc2C)CC1 (centres undefined)	4	-9.2	3	105	2	2	7	104	1
O=c1oc(Nc2ccccc2F)nc2ccccc12	3	0.2	1	90	0	2	0	94	7
O=C(Nc1ccc(F)cc1)c1nc[nH]c1C(=O)Nc1ccccc1[N+](=O)[O-]	1	2.4	-6	90	0	-4	0	88	13
CCOC(=O)c1c(NC(=O)Cc2cccs2)sc(C(=O)N2CCCCC2)c1C	5	0.4	3	103	0	5	4	104	-5
COc1ccc([N+](=O)[O-])cc1NC(=O)COC(=O)c1ccccc1O	2	·	2	86	0	0	5	98	-1
CCC(Sc1nc2sc(C(=O)OC)c(C)c2c(=O)n1N)C(=O)N(CC)CC (centres undefined)	0	4.6	-3	104	0	-3	3	90	-4
COc1ccc(CCNc2nc(=O)[nH]nc2C)cc1OC	6	-2.3	-1	99	2	1	-1	·	-10
CCCc1nc(SCc2ccc(Cl)cc2Cl)n[nH]1	5	-0.6	12	95	1	-4	6	105	-1
CC(C(N)=O)N1C(=O)NC2(CCCc3ccccc32)C1=O (centres undefined)	4	-0.4	7	105	3	5	9	99	21
CC1CCN(CC(=O)N2CC(=O)Nc3ccccc32)CC1	5	0.4	3	105	0	0	3	94	-5
COc1ccc(C)cc1NC(=O)CC(O)(C(F)(F)F)C(F)(F)F	5	0.8	3	107	6	9	-2	·	-3
CC(C)n1c(Sc2nccn2C)nc2c1c(=O)n(C)c(=O)n2C	8	-0.9	-3	110	0	-1	-6	108	7
Cc1cc(N2CCCC2)ccc1/C=N/n1cnnc1	-10	-1.0	10	107	3	5	3	99	-15
CCN(C(=O)CCS(=O)(=O)c1cccc2nonc12)c1ccc(F)cc1	-2	-0.1	9	97	0	4	2	99	-8

Limited to GLD-1 RNA inh, for four of the compounds above:
smiles	GLD-1 RNA inh
CC1CCN(CC(=O)N2CC(=O)Nc3ccccc32)CC1	5
CCC(Sc1nc2sc(C(=O)OC)c(C)c2c(=O)n1N)C(=O)N(CC)CC (centres undefined)	0
O=c1[nH]c(-c2ccccc2)c(-c2ccccc2)[nH]1	-1
COc1ccc(C)cc1NC(=O)CC(O)(C(F)(F)F)C(F)(F)F	5

Structures above containing two or more sulfur atoms:
molecule	GLD-1 RNA inh	MEX-5 binding	MCL1-BIM inh	AGP1-GFP MLPCN	GRK2 inh	Fam108B inh	BCLXL inh	CIT2-GFP yeast	VLA-4 inh
CS(=O)(=O)Nc1ccc(C2=NN(S(=O)(=O)c3ccccc3)C(c3cccs3)C2)cc1 (centres undefined)	1	-4.7	4	102	0	1	3	109	-44
c1ccc(CSc2nnc(-c3sccc3-n3cccc3)o2)cc1	12	0.2	-7	98	0	3	-4	96	-1
CCOC(=O)c1c(NC(=O)Cc2cccs2)sc(C(=O)N2CCCCC2)c1C	5	0.4	3	103	0	5	4	104	-5
CCC(Sc1nc2sc(C(=O)OC)c(C)c2c(=O)n1N)C(=O)N(CC)CC (centres undefined)	0	4.6	-3	104	0	-3	3	90	-4
